MmCpn inh – blocks the Methanococcus maripaludis chaperonin Mm-Cpn | 330,000 tested, 0.031% active | Potency, µM (top dose mostly 76.9 µM), for inactives: top-dose activity, negative = inhibition, most hits filed as inhibitors | AID 504842 | purified Mm-Cpn ATPase, ADP Transcreener TR-FRET; also: potency is read from the fitted curve at half-maximal effect; % is scaled to controls: 0 for no effect and ±100 for the full control effect; nearly all actives have a fitted effect of over 80% in size
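Compound-treated chaperonin, 25 nM final, turns over 10 uM ATP at 37°C for 30 min following a 10 min preincubation; ADP generated competes with ADP-d2 for Eu-cryptate antibody, lowering FRET.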
Akt phos inh – Akt phosphorylation inhibition. Neuro2A IGF-stimulated pAkt S473 HTRF, 20 min; active compounds read low. activity change, % for hits at 50 µM. 360,000 tested, 0.32% active. AID 651550; in the data active = activity change below about -80%; inconclusive = mostly about -51% to -80%; also: % is scaled to controls: 0 for no effect and ±100 for the full control effect
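Neuro2A cells (4,500/well, DMEM with 0.5% FBS) were treated with compound at a single 50 µM final concentration, stimulated with 6 nM IGF for 20 min at 37 °C, and lysed. Phospho-Akt Ser473 was read by HTRF as 665/615 ratio ×10^4.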
CCT modulator – changes cytosolic chaperonin activity; purified chaperonin ATPase assay, HTRF ADP detection, 30 min; activity change, % (no concentration beside the values), hits read low; 360,000 tested, 0.3% active; AID 651819; in the data active = activity change below about -30%; also: % is scaled to controls: 0 for no effect and ±100 for the full control effect
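Nucleotide hydrolysis assay: TRiC at 20–40 nM final (set by batch activity) with 10 uM ATP, 30 min at 37 °C, in presence of 76 uM compound. Detection by competitive ADP HTRF, 30 min ambient.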
D3 ag – agonists of human D3 dopamine receptor | P35462 | D3R DiscoveRx beta-arrestin cells, luminescence, 90 min | max activation, % | 410,000 tested, 0.58% active | AID 652048; in the data active = max activation above about 30%; also: 0% is about no effect; mostly tested at two doses, the higher about 12 µM
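Agonist mode: compounds and dopamine controls were applied to plated cells for 90 min at 37 degrees C after an overnight attachment at 1500 cells/well. Luminescent read-out followed 30 - 60 minutes at room temperature with DiscoveRx detection reagent.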
EPAC2 agonist – EPAC2 (human) agonism | EPAC2 activation, biochemical qHTS; response scale: 100% = 6.5 mM cAMP response | Potency, µM (titrated, usually from 154 µM), for inactives: top-dose activation, usual class: activators | 360,000 tested, 0.079% active | AID 720711; also: potency is read from the fitted curve at half-maximal effect; nearly all actives have a fitted effect of over 50% in size
Target sequence (Q8WZA2 whole entry, looked up): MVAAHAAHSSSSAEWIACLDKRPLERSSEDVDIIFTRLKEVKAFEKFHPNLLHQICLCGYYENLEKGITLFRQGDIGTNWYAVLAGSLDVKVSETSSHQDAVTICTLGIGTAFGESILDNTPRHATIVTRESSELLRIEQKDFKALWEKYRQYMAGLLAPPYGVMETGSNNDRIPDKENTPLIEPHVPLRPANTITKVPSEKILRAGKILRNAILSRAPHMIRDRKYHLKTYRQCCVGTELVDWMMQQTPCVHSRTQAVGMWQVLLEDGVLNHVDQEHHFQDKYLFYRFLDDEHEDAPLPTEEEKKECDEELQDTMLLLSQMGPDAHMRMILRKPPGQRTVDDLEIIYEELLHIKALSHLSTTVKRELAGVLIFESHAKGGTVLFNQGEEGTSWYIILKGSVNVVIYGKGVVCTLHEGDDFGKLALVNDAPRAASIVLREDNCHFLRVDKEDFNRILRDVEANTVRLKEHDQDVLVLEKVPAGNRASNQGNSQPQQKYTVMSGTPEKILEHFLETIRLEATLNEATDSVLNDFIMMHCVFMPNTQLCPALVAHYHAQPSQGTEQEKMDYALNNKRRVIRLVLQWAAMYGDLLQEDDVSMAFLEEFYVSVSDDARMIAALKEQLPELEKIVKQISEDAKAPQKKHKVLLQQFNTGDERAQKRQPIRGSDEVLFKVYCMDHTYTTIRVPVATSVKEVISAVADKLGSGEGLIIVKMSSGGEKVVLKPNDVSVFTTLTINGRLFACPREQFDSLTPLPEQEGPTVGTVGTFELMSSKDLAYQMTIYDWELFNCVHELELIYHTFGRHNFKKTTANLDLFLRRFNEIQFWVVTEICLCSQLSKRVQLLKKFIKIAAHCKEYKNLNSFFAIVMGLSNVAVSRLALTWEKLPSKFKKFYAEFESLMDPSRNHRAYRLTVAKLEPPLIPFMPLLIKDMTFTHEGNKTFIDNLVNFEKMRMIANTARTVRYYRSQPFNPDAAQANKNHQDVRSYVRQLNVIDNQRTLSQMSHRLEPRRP
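Compounds were added across a concentration range to EPAC2 (100 nM), RAP1B-BODIPY-GDP (250 nM) and GDP (50 uM). After 5 min at room temperature, fluorescence was recorded at 5-min intervals for 30 min.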
PTHR1 ag – agonists of human PTHR1 parathyroid hormone receptor; Q03431; HEK293 GP2 PTHR1 cells, GloSensor cAMP luminescence, 1 h; Potency, µM (titrated, usually from 115 µM), inactives show at the top dose activation, usual class: activators; 410,000 tested, 0.075% active; AID 743266; also: potency is read from the fitted curve at half-maximal effect; nearly all actives have a fitted effect of over 55% in size; some results filed as inactive show a strong effect at the top dose; inactives centre near -15; many of its hits are not listed in these tables
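HEK-293-derived GP2 cells expressing PTHR1 and a GloSensor cAMP reporter, 3,000/well, plated overnight, given luciferin plus IBMX (each 0.5 mM as added) for 1 h at 37 °C, then compound for 1 h at 37 °C. Luminescence was read after 15 min at room temperature.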
DRD3 antagonist – blocks the human D3 dopamine receptor; D3R cells, DiscoveRx beta-arrestin luminescence, antagonist mode; active compounds read low; max response, negative = inhibition, %; 360,000 tested, 2.5% active; in the data active = max response below about -50%; inconclusive = no clear call, values can overlap the other calls; also: % is scaled to controls: 0 for no effect and ±100 for the full control effect; mostly tested at two doses, the higher about 12 µM
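Cells expressing the human receptor were seeded at 1500 cells/well, incubated overnight at 37 degrees C in 5% CO2, then exposed to library compounds with dopamine controls for 90 minutes at 37 degrees C before luminescent detection.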
EPAC2 antagonist – antagonists of human EPAC2. Q8WZA2. EPAC2 GEF exchange of Rap1B-BODIPY-GDP, fluorescence. Potency, µM (series often up to 114 µM), for inactives: at the top dose activity, negative = inhibition, most hits filed as inhibitors. 360,000 tested, 0.18% active. AID 720708; also: potency is read from the fitted curve at half-maximal effect; % is scaled to controls: 0 for no effect and ±100 for the full control effect; nearly all actives have a fitted effect of over 45% in size; many of its hits are not listed in these tables
* marks the source's active call; other numbers are inactive results; i = inactive; ? = inconclusive; / = not tested or not shown; & = joins results of further samples; [ ] = another dose, or the depositor's remark. Unless noted, calls follow the shape of the dose curve; as a rule, active = well fitted curve in the direction sought with a large enough effect; inconclusive = small, poorly fitted or top-dose-only effect, or another doubt; inactive = no such curve, though single readings can be large; an effect the other way counts as inactive or inconclusive. The list is partial; the hit share may differ from the screen's.

SMILES	MmCpn inh	Akt phos inh	CCT modulator	D3 ag	EPAC2 agonist	PTHR1 ag	DRD3 antagonist	EPAC2 antagonist
COC(=O)[C@]1(C)N[C@H](CN(C)S(=O)(=O)c2ccc(C)cc2)[C@@H]2C(=O)N(C)C(=O)[C@@H]21	-2.5%	i	0.6	0.9	2.4%	-17.5%	49.5	4.1%
Cc1cnc(NC(=O)C2CC(=O)N(c3cccc(Cl)c3)C2)s1 (stereo not drawn)	-0.7%	i	-0.5	-7.8	-0.2%	-25.5%	-20.6	-0.3%
COc1ccc(NC(=O)c2oc3ccccc3c2C)c(OC)c1	-1.4%	i	0.4	9.6	12.3%	-12.5%[57.5 µM]	24.9	15.2%
O=C(Nc1ccc([N+](=O)[O-])cc1Br)c1cc2ccccc2nc1Cl	-0.6%	i	-3.8	4.2	11.9%	-4.8%	-1.1	-3.7%
COc1cccc(C(CNC(=O)c2ccc(Cl)c(S(=O)(=O)N3CCCC3)c2)N(C)C)c1 (stereo not drawn)	0.9%	i	3.8	-11.7	5.8%	-12.4%	0.0	-5.8%
Nc1[nH]n2c(=O)c3c(nc2c1N=Nc1ccccc1)CCCC3	-2.5%	i	0.8	-21.8	4.8%	i	77.4	-4.1%
O=C(Nc1ccc(F)c(F)c1)c1ccc(-n2cncn2)c([N+](=O)[O-])c1	-0.1%	i	0.4	8.7	5.0%	-40.3%[inhibitor]	-9.2	-1.8%
Cc1ccc2c(c1)c1c(n2CC(O)Cn2ccnc2C)C(=O)CCC1 (stereo not drawn)	-4.0%	/	1.2	-0.7	-84.0%[inhibitor][15.6 µM]	i	0.0	11.8%
COc1ccc(C(C2C(=O)CC(C)(C)CC2=O)C2C(=O)CC(C)(C)CC2=O)cc1CO	-4.4%	i	-0.5	-4.5	3.9%	-41.2%[inhibitor]	2.4	-1.9%
Cc1nc(Cl)c(C(=O)NCCc2ccccc2)c(C)c1[N+](=O)[O-]	2.2%	i	-1.0	2.9	5.2%	-4.8%	-3.6	-2.6%
CN(NC(=O)c1ccccc1F)c1ncccc1[N+](=O)[O-]	2.3%	i	-3.4	-1.8	7.6%	-12.8%	-6.5	-16.5%
Cc1ccc2[nH]c3c(=O)n(CC(=O)NCCc4ccc(Cl)cc4)ncc3c2c1	-1.6%	i	0.5	4.9&3.3	-0.6%	-1.1%&-8.9%	16.8	13.8%
O=C(CNS(=O)(=O)c1c(Cl)cccc1Cl)OCC(=O)N1CCN(c2ccccc2)CC1	0.5%	i	-3.5	5.3	6.9%	i	-3.8	-5.8%
COc1ccc(CC2(CO)CCN(S(=O)(=O)c3cccc4cccnc34)CC2)cc1	3.0%	i	-0.4	16.5	11.1%	i	15.0	-6.7%
CCC(=O)Oc1ccc2c(C)c(Cl)c(=O)oc2c1	-4.6%	i	0.9	-0.8	2.6%	-40.3%[inhibitor][57.5 µM]	17.1	-1.6%
Cc1nc(SCC(=O)NC2CCCC2)[nH]c(=O)c1Cc1ccccc1	-6.4%	i	0.5	7.2	2.5%	i	7.6	3.8%
CCOC(=O)C1CCN(Cc2nc(-c3ccc(OC)c(OC)c3)no2)CC1	-0.9%	i	-0.9	3.7	11.7%	-31.3%[inhibitor]	4.7	6.2%
Cc1ccc(NC(=O)COC(=O)c2cccnc2Cl)cc1S(=O)(=O)N1CCCCC1	2.6%	i	0.7	0.2	15.9%	-30.3%[inhibitor]	2.5	-13.9%
CCN(CC(=O)Nc1ccc(OC)cc1)C(=O)c1ccc2c(c1)NC(=O)C(C)S2 (stereo not drawn)	-0.6%	i	0.1	0.9	3.5%	-14.6%	4.8	19.9%
Cc1ccccc1C(=O)NC(=S)Nc1sc2c(c1C#N)CCCC2	-4.5%	i	-2.4	3.8	10.8%	-25.3%	24.2	-0.2%
CCc1nnc(NC(=O)CSc2nccn2-c2ccccc2)s1	4.5%	i	-38.4*	6.7	-2.8%	i	5.0	-0.8%
COc1ccc(N(C)S(=O)(=O)c2cccc(C(=O)Nc3nc4ccccc4[nH]3)c2)cc1	-4.9%	i	-8.2	5.5	9.6%	-40.8%[inhibitor]	11.4	-1.6%
Cc1ccccc1NC(=O)CCN1CCN(CCO)CC1	0.8%	i	-4.2	2.6	4.4%	i	7.6	2.2%
CC1(C)CCC(=O)N(c2ccccc2)C1=O	1.2%	i	-0.2	-21.6	3.3%	i	3.4	14.7%
Cn1cnc2c(cnn2-c2ccccc2)c1=O	0.8%	i	-1.6	3.0	14.5%	i	20.2	-0.6%
O=C1c2ccccc2CCC12OC2c1ccc([N+](=O)[O-])cc1 (stereo not drawn)	/	i	-1.7	-0.4	9.9%	-44.9%[inhibitor]	-11.0	?
CC(C)(C)NS(=O)(=O)c1ccc(CCC(=O)N2CCCC2)cc1	3.4%	i	-0.3	-4.4	2.4%	i	0.3	8.3%
C=CCn1c(SCCOc2ccc(OC)cc2)nnc1C(NC(=O)c1ccc(OC)cc1)C(C)C (stereo not drawn)	0.7%	/	0.8	5.6	10.8%	i	24.8	-14.6%
S=C(Nc1ccc(OCc2ccccc2)cc1)Nc1cccc(Cl)c1Cl	-1.0%	i	0.8	-1.6	0.4%	i	-7.9	-2.3%
COc1ccc(N(C(=O)Cn2nnc(-c3ccc(Cl)cc3)n2)C(C(=O)NCC2CCCO2)c2ccc(C)cc2)cc1 (stereo not drawn)	0.8%	/	2.4	0.4	-5.0%	-7.5%	10.2	-1.5%
O=C1CCCN1CCC1CCN(C2CC(=O)N(Cc3ccc(N4CCCC4=O)cc3)C2=O)CC1 (stereo not drawn)	0.3%	i	1.7	0.7	0.8%	-6.6%[57.5 µM]	14.2	7.9%
N#CC1=C(N)Oc2n[nH]c(-c3cccs3)c2C1c1cccs1 (stereo not drawn)	-0.2%	i	-1.5	-0.3	-9.1%	-29.5%	?	2.2%
CCOC(=O)C1=C(C)N(CCCC(=O)O)C(=O)NC1c1ccc(OC)cc1 (stereo not drawn)	-0.6%	i	0.2	0.0	0.3%	20.8%	38.7	1.0%
CC(C)Oc1ccc(C2CC(=O)N(c3ccc(N(C)C)cc3)C2=O)cc1 (stereo not drawn)	3.0%	i	0.2	1.0	4.5%	-0.5%[57.5 µM]	-10.5	24.4%
CC1CN(C(=S)NC(=O)c2ccc(Cl)cc2)CC(C)O1 (stereo not drawn)	-2.0%	i	-1.5	-14.8	10.4%	6.1%	-7.9	5.4%
CC(C)(C)c1ccc(S(=O)(=O)N2CC(C(=O)O)Oc3ccc(Cl)cc32)cc1 (stereo not drawn)	-2.0%	i	-3.6	-3.9	-7.6%	i	-10.2	-14.6%
CCCn1c(=O)c2ccccc2n2c(SCCNCCO)nnc12	-0.1%	i	2.1	-3.4	7.6%	i	-10.5	3.0%
Cc1cc(NC(=O)c2ccco2)c(=O)n(Cc2c(F)cccc2Cl)c1	?	i	-1.1	10.9	-7.3%	-10.1%	-0.8	1.6%
CN(C(=S)NC(=O)c1ccccc1Br)C1CCCCC1	-2.1%	i	-4.7	-16.5	8.5%	i	-26.7	-4.6%
O=C(COC(=O)c1ccc(CO)cc1)Nc1ccc(OC(F)F)cc1	-0.4%	i	0.6	4.8	-4.5%	-12.5%	15.8	0.1%
CCOC(=O)[C@]12CCCC=C1N(Cc1ccc(Cl)cc1Cl)C(=O)[C@H](CC(=O)N1CCN(C(=O)C3CC3)CC1)C2	/	i	-1.2	-4.6	-5.1%	-4.3%	-22.4	3.0%
CC(C)C(=O)Nc1cc(=O)[nH]c2ncnn12	2.1%	i	2.0	-6.1	-0.4%	-12.9%[57.5 µM]	6.3	10.7%
COc1cccc(OC)c1OCCN1CCCC1	0.0%	i	1.5	-0.7	2.3%	-17.6%	-4.7	0.3%
Nc1nc(N)c2ncc(C(=O)CCc3ccccc3)nc2n1	1.5%	i	-1.1	2.6	5.6%	-26.0%	7.3	2.3%
Cc1ccc(NC(=O)CCn2nnc3ccccc32)cc1	2.6%	i	-3.1	-9.3	6.9%	i	-11.0	-3.9%

Next section; it opens with the three that closed the last part.
SMILES	MmCpn inh	Akt phos inh	CCT modulator	D3 ag	EPAC2 agonist	PTHR1 ag	DRD3 antagonist	EPAC2 antagonist
COc1cccc(OC)c1OCCN1CCCC1	0.0%	i	1.5	-0.7	2.3%	-17.6%	-4.7	0.3%
Nc1nc(N)c2ncc(C(=O)CCc3ccccc3)nc2n1	1.5%	i	-1.1	2.6	5.6%	-26.0%	7.3	2.3%
Cc1ccc(NC(=O)CCn2nnc3ccccc32)cc1	2.6%	i	-3.1	-9.3	6.9%	i	-11.0	-3.9%
C=CCC[C@H](Cc1ccc(F)cc1)C(=O)OC[C@H](Cc1c[nH]c2ccccc12)NC(=O)[C@H](CC=C)CC(=O)N(CCO)Cc1ccccc1	-1.6%	i	-3.3	-6.4	-3.7%	i	0.3	-22.2%
Cn1c(SCC(=O)Nc2ccccc2F)nc2c(c1=O)SCC2	0.5%	i	1.7	3.6	5.4%	-16.6%	9.4	18.6%
COc1ccccc1NC(=O)/C=C/c1ccc2c(c1)OCO2	4.3%	i	0.4	-3.2	3.6%	-36.2%[inhibitor]	-6.5	-16.5%
O=C(COC(=O)c1ccc(F)c(S(=O)(=O)N2CCOCC2)c1)NCc1ccc(F)cc1	-0.5%	i	-8.0	-0.6	-4.6%	i	-11.5	-2.5%
COC(=O)CCNC(=O)c1ccc2nc(Cc3ccc(OC)c(OC)c3)oc2c1	0.5%	i	-1.1	0.8	20.0%	-30.0%	-5.5	1.1%
O=C(NCC(=O)N(c1ccccc1)C(C(=O)NC1CCCC1)c1cccnc1)c1cccs1 (stereo not drawn)	0.3%	i	-3.7	-6.4	8.7%	i	?	-2.4%
Cc1cc(C)c(NC(=O)CSc2nc(COc3ccccc3)nc3ccccc23)c(C)c1	-0.9%	i	-0.3	1.1	-13.8%	-6.9%[57.5 µM]	9.1	6.0%
C/C(=N\NC(N)=O)c1ccc(Cl)s1	-6.6%	i	-0.5	16.7	-2.7%	i	9.1	0.6%
Cc1cccc(OCc2nnc(SCC(=O)N3CCCCC3)o2)c1	1.4%	i	-1.5	3.3	-5.0%	-1.8%	-0.5	-9.7%
CCN(Cc1ccccc1)C(=O)COC(=O)Cc1c[nH]c2ccccc12	-3.6%	i	0.7	-4.3	-2.0%	i	-0.5	-3.7%

Screens: PubChem, National Center for Advancing Translational Sciences (NCATS)
